# m5-HT2A agonist = mouse Htr2a agonists via beta-arrestin recruitment, primary screen, cell-based, luminescence. 360,000 tested, 0.66% active. activation, % at 7.6 µM. 5-hydroxytryptamine receptor 2A (Mus musculus), P35363. CHO-K1 mHTR2A beta-arrestin complementation; percent of 30 µM serotonin response;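 active means activation above a run cutoff, the mean activation of all tested compounds plus 3 SD, cut at about 14% in these data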;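 further: 0% = plate median of compound wells and 100% = 30 µM serotonin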
# ABCB6 inh MLPCN = ABCB6 transporter inhibitors, primary screen, K562-ABCB6 cells, flow cytometry, MLPCN library. ATP-binding cassette sub-family B member 6 (Homo sapiens), Q9NP58. K562-ABCB6 porphyrin accumulation, 1 h; active compounds read low. fluorescence ratio to DMSO, % at 10 µM. 360,000 tested, 0.19% active;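 active means fluorescence ratio to DMSO below 75%, the collection mean minus 3 SD; inconclusive means too few cells collected in the well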;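 further: signal is porphyrin accumulated inside mitochondria; 100% equals median channel fluorescence of DMSO control wells; lower ratio means ABCB6 inhibition with less porphyrin fluorescence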
# NOD2 RIPK2 PPI = NOD2-RIPK2 binding disruptors in cells, primary screen, fluorescence, CHO cells, BLA complementation. CCF4 ratio. AID 624267, 2012. 360,000 tested, 0.38% active. inhibition, % at 4.98 µM; in the data active means inhibition above about 21%;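 further: 0% = vehicle only and 100% = reference blocker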
# MC4R ag barr = MC4R agonists recruiting beta-arrestin, primary screen, cell-based, luminescence, agonist arm of biased-ligand search | U2OS MC4R beta-arrestin complementation; percent of melanotan II response, DMSO zero | activation, % at 8.9 µM | Melanocortin receptor 4 (Homo sapiens), P32245 | 360,000 tested, 0.98% active;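 active means activation above a per-plate cutoff, the mean activation of sample wells on that plate plus 3 SD, cut at about 8% in these data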
# Glyco luc inh = increase of ERlucT glycosylation luciferase signal, primary screen, N-linked glycosylation inhibitor project, D54 ERlucT cells, luminescence, set 2; D54 ERlucT glycosylation luciferase reporter, 24 h; percent of 100 nM tunicamycin response; reporter increase, % at 12.5 µM; 360,000 tested, 0.23% active;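 active means mean luciferase reporter signal, scaled so untreated is 0 and the glycosylation-blocking control 100, at or above a set limit in every replicate; inconclusive means mean reaches the limit but not every replicate does; inactive means mean below the limit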;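 further: luciferase carries N-glycosylation sites so blocking glycosylation raises the light; 0% = median of neutral control wells and 100% = median of 100 nM tunicamycin wells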
# MC4R antag cAMP = MC4R antagonists of cAMP signaling, primary screen, cell-based, TR-FRET, antagonist arm of biased-ligand search. Melanocortin receptor 4 (Homo sapiens), P32245. MC4R-expressing cells, MTII-stimulated cAMP, LANCE TR-FRET. inhibition, % at 6.5 µM. 360,000 tested, 0.48% active;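 active means inhibition above its plate's cutoff, the mean of tested wells on that plate plus 3 SD, cut at about 29% in these data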;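 further: 0% = Melanotan II alone and 100% = Melanotan II plus saturating MCL0020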
#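 Assay system: U2OS cells stably expressing human melanocortin 4 receptor (MC4R) / Dosing: 6.5 µM / Timing: compound 30 min, challenge 1 h, detection 1 h / Measured by: Eu-cAMP/anti-cAMP TR-FRET, emission 671 nm / Replicates: singlicate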
# Cardio protect = cardioprotection against H2O2-induced cell death, primary screen, uHTS, H9c2 cells, ATPLite luminescence. H9c2 cardiomyocytes, H2O2 injury protection, 2 h. protection from H2O2 cell death, % at 20 µM. 360,000 tested, 0.63% active;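 active means compounds giving at least 50% protection of heart cells from peroxide-induced death in the single-dose screen, raw or plate-pattern-corrected value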;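 further: 0% = DMSO wells with peroxide and 100% = DMSO wells without peroxide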
# TLR9-MyD88 block = inhibitors of TLR9-MyD88 association in cells, primary screen, cell-based, CHO, BLA complementation, fluorescence; Toll-like receptor 9 (Homo sapiens) + Myeloid differentiation primary response protein …; CCF4 FRET ratio; inhibition, % at 4.98 µM; 340,000 tested, 0.21% active;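 active means inhibition above the mean over all tested compounds plus 3 SD, cut at about 21% in these data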;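 further: 0% = DMSO only wells and 100% = clavulanate BLA inhibitor control wells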
# NCOA2 inhibitor = inhibition of GAL4-SRC2 driven luciferase reporter, primary screen, SRC2 inhibitor project, cell-based, luminescence; Nuclear receptor coactivator 2 (Homo sapiens), Q15596; HEK293 GAL4-SRC2 luciferase reporter; inhibition, % at 9 µM; 370,000 tested, 0.17% active; AID 651957, 2012;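 active means inhibition above the mean inhibition of all tested compounds plus 3 SD, set per campaign, cut at about 52% in these data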;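 further: 0% = DMSO treated cells and 100% = cells given Gossypol at 36 µM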
# ABHD5 PLIN5 PPI = ABHD5-PLIN5 interaction inhibitors, primary screen, cell lysate, split luciferase complementation, luminescence | Perilipin-5 (Homo sapiens) + 1-acylglycerol-3-phosphate O-acyltransferase ABHD5 (Homo … | Split G. princeps luciferase complementation, 4 h | inhibition, % at 4 µM | 360,000 tested, 0.78% active;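 active means inhibition above the mean inhibition across every tested compound plus 3 SD, cut at about 22% in these data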;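 further: 0% = DMSO only wells and the 100% control is not disclosed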
# Starred values were filed as active, the others as inactive; ? = inconclusive; · = not tested or not shown.
compound,NCOA2 inhibitor,MC4R ag barr,ABHD5 PLIN5 PPI,TLR9-MyD88 block,MC4R antag cAMP,ABCB6 inh MLPCN,Cardio protect,NOD2 RIPK2 PPI,Glyco luc inh,m5-HT2A agonist
CCN(CC)c1ccc(S(=O)(=O)N2CCOCC2)cc1NC(=O)COC(=O)/C=C/c1ccc(O)c(OC)c1,-9,-1.8,7,-15,24,97,19,-13,2,-3
O=C(NCc1cccc(F)c1F)C1CCC(=O)N(C2CCCCCC2)C1 (centres undefined),-4,-2.4,3,4,-1,96,-3,3,3,-4
CCOC(=O)C1CCN(c2cc3c(cc2NC(=O)c2ccc(F)cc2)n(C)c(=O)n3C)CC1,-36,-1.4,-8,0,-3,97,81*,4,-4,-6
O=C(c1ccc2[nH]c(=O)c(=O)[nH]c2c1)N1CCc2ccccc2C1,27,-1.5,3,-10,3,98,8,1,0,-5
CCOC(=O)c1nnn(-c2nonc2N)c1-c1ccc(F)cc1,-13,-0.1,0,2,8,101,-7,-5,1,5
C=CCNC(=O)C(C#N)c1nc2ccccc2nc1N1CCN(Cc2ccccc2)CC1 (centres undefined),·,1.4,-2,3,1,130,35,-3,0,-4
O=C(COC(=O)CNC(=O)c1ccccc1F)Nc1ncc(Cl)cc1Cl,-16,-1.1,4,-13,18,101,12,-10,2,-5
CCN(C(=O)CSc1cccc[n+]1[O-])C1CCCCC1,8,-0.4,4,4,-5,99,8,-17,1,5
N#Cc1nc(COc2ccc(Br)cc2)oc1N1CCN(Cc2ccccc2)CC1,3,3.0,9,-12,-4,95,-12,-5,-5,13
O=C(Cn1c(=O)n(Cc2ccccc2)c(=O)c2cc(Cl)ccc21)NCC1CCCO1 (centres undefined),12,0.2,3,-5,-4,100,3,-3,-2,-4
CCCCN1CC(COCc2ccccc2)Oc2cccc(Oc3ccc(OC)cc3)c2S1(=O)=O (centres undefined),-15,3.1,2,-7,9,91,-15,-2,-3,8
c1ccc(CSC2=NCCS2)cc1,-34,-1.4,-6,0,-2,98,4,1,0,-1
Cc1cccc(N2CCN(C(=O)c3cc4ccccc4oc3=O)CC2)c1C,-5,-1.1,-2,4,1,96,2,-8,2,16*
CCOC(=O)N1CCC(N(CCN(C)C)C(=S)Nc2ccccc2OCC)CC1,-9,3.6,14,3,5,100,0,-23,3,4
COC(=O)C1=C(C)NC(=O)/C1=C\c1cc(C)n(-c2ccccc2)c1C,-32,-1.8,4,-5,10,103,12,0,0,-1
CCCCCCCCC(=O)N/N=C(\C)c1ccc(O)cc1O,7,-0.4,-4,6,-5,89,26,-7,1,1
O=C(CCc1c[nH]c2ccccc12)OCC(=O)N1CCN(S(=O)(=O)c2ccccc2)CC1,13,-0.9,-4,1,1,94,-2,2,0,-2
COC(=O)c1cc(C(=O)c2cc(Br)ccc2O)coc1=N,10,-2.1,1,-3,3,106,3,1,0,-3
CCc1ccc2c(c1)/C(=C/C(=O)c1cccs1)C(=O)N2,-19,-2.5,83*,11,0,102,-16,47*,?,3
CC(C)CC(=O)NC1(C(F)(F)F)NC(=O)N(c2ccccc2)C1=O (centres undefined),-5,-0.8,-3,-4,-1,101,-1,-7,-2,-2

# Only ABHD5 PLIN5 PPI, for 3 of the compounds above:
SMILES | ABHD5 PLIN5 PPI
CCCCCCCCC(=O)N/N=C(\C)c1ccc(O)cc1O | -4
O=C(c1ccc2[nH]c(=O)c(=O)[nH]c2c1)N1CCc2ccccc2C1 | 3
C=CCNC(=O)C(C#N)c1nc2ccccc2nc1N1CCN(Cc2ccccc2)CC1 (centres undefined) | -2

# Back to the main list, repeating the 3 entries before the break.
compound,NCOA2 inhibitor,MC4R ag barr,ABHD5 PLIN5 PPI,TLR9-MyD88 block,MC4R antag cAMP,ABCB6 inh MLPCN,Cardio protect,NOD2 RIPK2 PPI,Glyco luc inh,m5-HT2A agonist
COC(=O)c1cc(C(=O)c2cc(Br)ccc2O)coc1=N,10,-2.1,1,-3,3,106,3,1,0,-3
CCc1ccc2c(c1)/C(=C/C(=O)c1cccs1)C(=O)N2,-19,-2.5,83*,11,0,102,-16,47*,?,3
CC(C)CC(=O)NC1(C(F)(F)F)NC(=O)N(c2ccccc2)C1=O (centres undefined),-5,-0.8,-3,-4,-1,101,-1,-7,-2,-2
COc1cccc(CNC(=O)c2cccc(S(=O)(=O)N3CCN(C)CC3)c2)c1,8,-1.2,0,-7,13,110,-3,6,-1,-3
NC(=O)C1CCN(C(=O)COc2cccc3cccnc23)CC1,-5,3.9,11,-5,7,101,7,-6,2,1
CC(OC(=O)c1ccc(S(=O)(=O)NCc2ccco2)cc1)C(=O)Nc1ncc(Cl)cc1Cl (centres undefined),-30,1.8,4,-3,14,90,-5,-9,-6,-1
CCOCCCNC(=O)CN1C(=O)COc2ccc(S(=O)(=O)N3CCCCCC3)cc21,-19,0.2,-14,3,13,104,-5,2,1,3
CSc1nsc(SCC(=O)N2CCCCC2)n1,-43,-1.4,-1,-8,0,103,-2,-1,-5,0
COc1ccccc1NC(=O)CSc1nnc(CSc2nc(C)cc(C)n2)o1,-16,-1.4,0,-1,7,97,6,-10,-1,7
NC(=O)CC1C(=O)N(c2ccc(F)cc2)C(=O)N1NC(=O)CCc1ccccc1 (centres undefined),0,-2.8,-2,0,-1,97,0,5,-1,-2
Cc1ccc(C)c(N2CCN(C(=O)CCc3nc(-c4ccc(Cl)cc4)no3)CC2)c1,-2,0.5,2,4,-4,102,0,-4,1,0
O=C(NC(NC(=S)Nc1cc(Cl)ccc1Cl)C(Cl)(Cl)Cl)c1ccco1 (centres undefined),0,-2.1,-17,-1,0,103,-13,5,-1,-6
CC1(C(=O)Nc2ccc3c(c2)OCO3)CCN1C(=O)C1CCCCC1 (centres undefined),4,-1.0,5,·,8,100,2,2,0,5
C=CCNC(=O)c1ccccc1NS(=O)(=O)c1ccccc1,-12,0.5,5,-5,3,90,22,-8,0,-1
CCOC(=O)C1CCCN(C(=O)c2cc(-c3ccco3)nc3ccccc23)C1 (centres undefined),16,-2.3,5,-6,16,98,0,10,1,2
CCOc1ccccc1OC(C)C(=O)Nc1ccc(S(=O)(=O)N2CCCC2)cc1 (centres undefined),-2,-2.0,2,-3,12,95,-2,-6,-2,2
CC[C@]1(C(=O)OC)[C@H]2C(=O)N(Cc3ccccc3)C(=O)[C@H]2[C@H]2CN(C)C(=NC)N21,·,-0.3,2,-5,-4,97,-4,-5,1,3
N#CCCN(C(=S)Nc1ccc(Cl)c(Cl)c1)C1CCCCC1,-17,1.7,7,12,2,92,-6,-11,3,1
CCCCNC(=O)[C@H]1C[C@H]1[C@@H](O)[C@H](CO)NC(=O)[C@H](Cc1ccccc1)NC(=O)OC(C)(C)C,-3,-1.6,-6,-1,3,95,8,-7,4,-10
COc1ccc(C(=O)n2nc(-c3ccccc3)nc2N)cc1OC,1,3.7,6,-6,5,95,0,1,-1,5
COc1ccc2c(CC(=O)OCC(=O)Nc3cccc(S(N)(=O)=O)c3)coc2c1,-18,-3.0,-2,-1,4,92,-1,7,0,-4
CCOc1cc(/C=N/NC(=O)NN(C)c2ncc(C(F)(F)F)cc2Cl)ccc1O,16,-0.2,-1,0,3,90,-1,-5,-1,7
CCCN1C(=O)C(=O)c2cc(Cl)ccc21,-30,-3.5,6,-12,-7,101,-5,5,7,-4

# NOD2 RIPK2 PPI: hit marks shown above
SMILES	NCOA2 inhibitor	MC4R ag barr	ABHD5 PLIN5 PPI	TLR9-MyD88 block	MC4R antag cAMP	ABCB6 inh MLPCN	NOD2 RIPK2 PPI	Glyco luc inh	m5-HT2A agonist
CCc1ccc2c(c1)/C(=C/C(=O)c1cccs1)C(=O)N2	-19	-2.5	83*	11	0	102	47*	?	3

# Returning to the listing, starting 2 compounds before the break.
compound,NCOA2 inhibitor,MC4R ag barr,ABHD5 PLIN5 PPI,TLR9-MyD88 block,MC4R antag cAMP,ABCB6 inh MLPCN,Cardio protect,NOD2 RIPK2 PPI,Glyco luc inh,m5-HT2A agonist
CCOc1cc(/C=N/NC(=O)NN(C)c2ncc(C(F)(F)F)cc2Cl)ccc1O,16,-0.2,-1,0,3,90,-1,-5,-1,7
CCCN1C(=O)C(=O)c2cc(Cl)ccc21,-30,-3.5,6,-12,-7,101,-5,5,7,-4
CCN(CC(=O)Nc1c(F)cccc1F)C(=O)C1CC(=O)N(CCc2ccc(OC)c(OC)c2)C1 (centres undefined),-9,-1.0,-4,-10,-6,97,1,-1,1,1
O=C(Nc1ccccc1)N1N=C(c2cccs2)CC1c1cccs1 (centres undefined),8,0.9,-6,-10,-1,98,-5,6,-6,-7
Cc1c(NC(=O)C(C)Oc2cccc(F)c2)c(=O)n(-c2ccccc2)n1C (centres undefined),22,1.9,9,14,-2,100,4,1,2,6
CC(C)(C)NC(=O)c1ccnc(C(C)(C)C)c1,-9,1.0,-4,-8,12,97,6,1,2,3
O=[N+]([O-])c1cccnc1Oc1cccnc1,16,-0.9,4,-6,4,100,1,-5,-1,3
N#CC1=C(N)Oc2n[nH]c(-c3cccs3)c2C1c1ccncc1 (centres undefined),4,-0.7,-4,2,-25,105,0,-18,1,-1
CCc1noc(C)c1C(=O)NNC(=O)c1ccc(F)cc1,-13,-1.4,-8,-3,-2,90,1,0,2,1
CC(C)NC(=O)CCCn1cc([N+](=O)[O-])cn1,-5,-1.7,-1,17,9,97,-4,-6,4,-1
C[C@H]1CN([C@@H](C)CO)S(=O)(=O)c2ccc(/C=C/c3ccccc3)cc2O[C@H]1CN(C)C(=O)NC1CCCCC1,5,-1.1,4,7,6,93,-6,-1,-1,1

# Bioassay records: PubChem, several laboratories

# These rows are one share of the data, so the mix of outcomes need not match the whole.
